Compound activity as filed in PubChem BioAssay.
ERK EGF block – qHTS Assay for Inhibitors of the ERK Signaling Pathway using a Homogeneous Screening Assay; Stimulation with EGF | Potency, µM (highest dose often 11.5 µM), without a hit: top-dose activity change, negative = inhibition, hits mostly inhibitors | HEK293-V1b, EGF-stimulated phospho-ERK AlphaScreen | actives 0.41% (n = 130,000); active = well fitted inhibition curve with a large enough effect; inconclusive = small, poorly fitted or top-dose-only effect, or effect the other way;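 note: plate controls were stimulated vehicle wells for no effect and unstimulated vehicle basal for full effect; nearly all actives have a fitted effect of over 55% in size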
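Compounds are titrated over HEK293-V1b cells kept overnight in 1% FBS. After 30 min at 37C, EGF (25 nM final) triggers ERK phosphorylation for 5 min, measured by AlphaScreen in lysates.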
Starred values were filed as active, the others as inactive; ? = inconclusive; [ ] = remark or other dose. Potency is the fitted concentration of half-maximal effect. Not all compounds are listed; the hit share may differ from the screen's.

Molecule,ERK EGF block
CC1=CC(c2ccc(Cl)cc2)n2nc(NC(=O)CCC(=O)O)nc2N1 (configuration not stated),2%[57.5 µM]
CCOC(=O)C1(Cc2cccc(OC)c2)CCN(Cc2csc(C(C)=O)c2)CC1,-5%
COc1ccc(CN(C(=O)CSc2nnc(-c3ccccc3C)o2)c2ccc(F)cc2)cc1,4%
COc1ccc(NC(=O)Cc2c(C(=O)O)n(C)c3ccccc23)cc1OC,2%[57.5 µM]
CCOc1ccccc1NC(=O)c1cc(C(=O)Nc2ccccc2OCC)cc(N2C(=O)CCC2=O)c1,8%
Cc1nc2ccccc2c(=O)n1N,-3%[57.5 µM]
O=C(NNC(=O)c1ccccc1O)c1ccco1,-5%
CC(=O)Nc1ccc(NC(=O)C2CCCN2C(=O)Nc2ccc(F)c([N+](=O)[O-])c2)cc1 (configuration not stated),-5%
Cc1cc(NC(=O)Cn2cnc3c(cnn3C(C)(C)C)c2=O)no1,2%
Cc1ccc(S(=O)(=O)N(C)c2ccc(OCC(=O)Nc3nc(-c4ccccc4)cs3)cc2)cc1,9%

Structures listed so far containing nitrogen in an aromatic ring (six):
Molecule,ERK EGF block
CC1=CC(c2ccc(Cl)cc2)n2nc(NC(=O)CCC(=O)O)nc2N1 (configuration not stated),2%[57.5 µM]
COc1ccc(CN(C(=O)CSc2nnc(-c3ccccc3C)o2)c2ccc(F)cc2)cc1,4%
COc1ccc(NC(=O)Cc2c(C(=O)O)n(C)c3ccccc23)cc1OC,2%[57.5 µM]
Cc1nc2ccccc2c(=O)n1N,-3%[57.5 µM]
Cc1cc(NC(=O)Cn2cnc3c(cnn3C(C)(C)C)c2=O)no1,2%
Cc1ccc(S(=O)(=O)N(C)c2ccc(OCC(=O)Nc3nc(-c4ccccc4)cs3)cc2)cc1,9%

(more compounds)
Molecule,ERK EGF block
COC(=O)c1cc(NC2c3ccccc3C(=O)N2c2cccnc2)cc(C(=O)OC)c1 (configuration not stated),-2%
Cc1ccc(OCC(=O)O/N=C(\N)c2cccc([N+](=O)[O-])c2)cc1C,-7%[57.5 µM]
N/C(=N\OC(=O)CCN1C(=O)c2ccccc2C1=O)c1ccccn1,-5%
CCC(CC)NC(=O)c1cccc(Oc2ccccc2)c1,6%[57.5 µM]
CC(=O)Nc1ccc(NC(=O)C2CC(=O)N(Cc3ccccc3)C2)cc1 (configuration not stated),0%
Nc1ccc(N2CCN(c3ccccc3)CC2)c(F)c1,?
CN(c1ccc(C(=O)NCc2ccc3c(c2)OCO3)cc1)S(=O)(=O)c1ccccc1,-6%
O=C(CCCOc1ccc(Cl)cc1Cl)N/N=C/c1cccc([N+](=O)[O-])c1,-2%
CCOC(=O)c1c(NC(=O)C(C)N2CCN(S(=O)(=O)c3cccs3)CC2)sc2c1CCC(C)C2 (configuration not stated),-5%
CN1CCC(NC(=S)Nc2cccc([N+](=O)[O-])c2)CC1,-1%
Nc1c(C(=O)c2ccccc2O)cnn1-c1ccc(S(=O)(=O)N2CCOCC2)cc1[N+](=O)[O-],4%
O=C(O)c1ccc2nc3c(nc2c1)-c1ccccc1C3=O,6%
O=C(/C=C/c1ccccc1)Nn1cnc2ccccc2c1=O,-10%
CC(=O)Nc1cccc(C(=O)N/N=C/c2ccc(F)cc2)c1,5%
O=C(Nc1ccc(N2CCN(c3ncccc3C(F)(F)F)CC2)nc1)c1cccs1,14µM*
Cc1nc(C(=O)NCc2ccccc2)sc1C1(C)CC(c2cccc([N+](=O)[O-])c2)=NO1 (configuration not stated),-24%[57.5 µM]
CCC(C)(C)C1CCC(=NNc2nc3ccccc3[nH]2)CC1 (configuration not stated),-2%
COc1ccc(CNCCNC(=O)c2nonc2N)cc1OC,-1%
Cc1cc(C)cc(C(=O)NCC(=O)OCC(=O)N2CCN(S(=O)(=O)c3ccc4ccccc4c3)CC2)c1,3%
N#Cc1c(N2CCOCC2)nc(N)c2c(N)nc3c(c12)CC(CCl)O3 (configuration not stated),-2%[57.5 µM]
O=C(CSc1nc2ccccc2n1CCc1ccccc1)c1ccc(O)c(O)c1,-8%
O=c1c2ccccc2c(-c2n[nH]c(=S)o2)nn1Cc1ccccc1,-2%
O=C(NCCC1=CCCCC1)NC1CCCCC1,-6%
COC(=O)c1ccc(CN2[C@H](C(=O)OC)C[C@@]3(O)[C@H](O)[C@H](O)[C@H](O)C[C@@H]23)cc1,-4%
COc1ccc(N2CCN(C3=CC(=O)N(c4cccc(Cl)c4)C3=O)CC2)cc1,?
Cc1ccc(S(=O)(=O)N2CCCCC2)cc1NC(=O)CSCC(=O)O,6%
CCOC(=O)CNc1nc(Cl)nc(N2CCCCC2)n1,?
Fc1ccc(NCc2nnc(SCc3ccccc3)o2)cc1,4%
CN(C)CCN=c1cc(-c2ccccc2)oc2ccc(Cl)cc12,1%
COc1ccc(N=C2SC(CC(=O)Nc3ccccc3)C(=O)N2CCN2CCOCC2)cc1 (configuration not stated),3%
CCOC(=O)CC(NC(=O)Cn1nnc(-c2ccccc2F)n1)c1ccc(OC)cc1 (configuration not stated),-2%
CCOC(=O)NC(=O)/C(C#N)=C/c1ccc(N(C)C)cc1,-6%[57.5 µM]
O=C(CN1CCN(c2ccc(Cl)cc2[N+](=O)[O-])CC1)N1CCOCC1,-18%[57.5 µM]
CCOc1ccc(/C=C/C(=O)c2cc(Br)ccc(=O)c2O)cc1,15%
COc1ccc(-c2onc(C)c2-c2ccc3c(c2)OCCO3)c(O)c1,5%
O=C(O)/C=C/C(=O)NNC(=O)c1ccc(Br)cc1,3%
COc1ccc(N2C(=O)[C@@H]3[C@H](C2=O)[C@H](C(C)=O)N2c4ccccc4C=C[C@@H]32)cc1,9%[57.5 µM]
Cn1c(N)c(C(c2ccccc2)c2c(N)n(C)c(=O)n(C)c2=O)c(=O)n(C)c1=O,13%
CCc1ccc(S(=O)(=O)NCCc2csc(C)n2)s1,-5%
O=C(CSC(=S)N1CCOCC1)Nc1ncc2c(n1)CCCC2=O,-3%[57.5 µM]
Cc1noc(C)c1COc1ccc(C(=O)Nc2cccnc2)cc1,0%
CC/C(=N\NC(=O)c1ccc(N(C)C)cc1)c1ccccc1,-2%
COc1cccc(-c2noc(-c3ccoc3C)n2)c1,1%[57.5 µM]
COC1OC2COC(c3ccccc3)OC2C(O)C1O (configuration not stated),-1%
CCOC(=O)c1ccc(Nc2cc(C)nc3nc(C)nn23)cc1,3%
CCc1ccc(NC(=O)C[n+]2cc(-c3ccc(C)cc3)n3c2CCC3)cc1,-5%[57.5 µM]
NC(=O)c1ccsc1N,?
COc1cc(OC)c(OC)cc1CN1CCCC(C(=O)c2ccc3c(c2)OCO3)C1 (configuration not stated),7%
CCCn1c(C)nc2c(Nc3ccccc3)nc(C)nc21,-11%
Cc1ccc(-n2ncc3c(=O)[nH]c(SCC(=O)N4CCN(c5ccccc5)CC4)nc32)cc1,10%

Other entries follow:
compound | ERK EGF block
Cc1ccc(OCC(=O)Nc2ccc3c(c2)OCO3)c([N+](=O)[O-])n1 | 2%
O=C1CSC(c2ccccn2)N1c1ccc(Br)cc1 (configuration not stated) | -9%
CCNC(=S)N/N=C(\C)c1ccc(Cl)s1 | 3%
Cc1ccc(NC(=O)Nc2ccc3c(c2)N(C)C(=O)CS3)nc1 | 7%
CN(C)C(=O)c1cn(-c2ccc(Cl)cc2)c(=O)c2ccccc12 | 3%
COc1ccccc1N1CCN(C(=O)CCSCc2ccccc2F)CC1 | -4%
CN(C(=O)COc1ccccc1)c1nnc(-c2ccncc2)s1 | -7%
COc1ccc2c(c1)c(=O)oc1c(C)c(OCc3cc(C(=O)O)oc3C)ccc12 | 28%
Cc1cc(C)c(C)c(S(=O)(=O)N2CCCCC2C(=O)O)c1C (configuration not stated) | -3%
CSc1ccc(C(=O)/C=C/c2ccc(N)cc2)cc1 | -11%
O=C(Nc1ccccc1)c1cnc2ccccc2n1 | -4%
Cc1cc(C)c[n+](CC(=O)c2ccc(NC(=O)c3ccccc3)cc2)c1 | -7%
C/C=C/c1ccc(OCCN2CCc3ccccc3C2)c(OC)c1 | 1%
COc1ccc(-c2cc(C(=O)NN)n(-c3ccccc3)n2)cc1 | -1%
CC(=O)Nc1cccc2c1C(=O)N(c1cccc(OC(C)=O)c1)C2=O | -3%
COC(=O)c1sc(-c2ccccc2)cc1NC(=O)C1CC1 | -1%
CC(=O)Nc1ccc(OCC(O)Cn2ccnc2C)cc1 (configuration not stated) | -17%
Cc1nc(SC(C)C(=O)Nc2cccc(C(F)(F)F)c2)c2c(C)c(C(=O)O)sc2n1 (configuration not stated) | -2%[57.5 µM]
O=C1/C(=C/c2ccncc2)CCC/C1=C\c1ccncc1 | 22µM*
COc1ccc(CC(=O)NCc2nnc(SCC(=O)c3ccc(OC)cc3)n2C)cc1 | -1%
Cc1[nH]c2ccc(-c3n[nH]c(=S)n3Cc3ccccc3)cc2c1C | 2%
Oc1ccc(Br)cc1/C=N/N1CCN(Cc2cccc3ccccc23)CC1 | -16%[57.5 µM]
N/C(=N\OS(=O)(=O)c1ccc2ccccc2c1)c1ccccn1 | 6%
O=C(CSc1nnc(SCc2ccccc2)s1)N/N=C/C=C/c1ccccc1[N+](=O)[O-] | 7%
CC1C(=O)N(Cc2ccc([N+](=O)[O-])cc2)c2ccccc2N1C(=O)C1CC1 (configuration not stated) | -12%
COc1ccc2cc(C#N)c(SCC(=O)N3CC(=O)Nc4ccccc43)nc2c1 | -4%[57.5 µM]
CCOC(=O)COc1ccc2c(=O)c(-c3ccccc3OC)coc2c1 | -6%
CC(=O)OCC1C2CC[C@H]3C(OCc4ccc(F)cc4C(F)(F)F)OC[C@]4(C)[C@H]3C2=C(CN4C(=O)OC(C)(C)C)[C@H](C)C1COC(C)=O (some centres not stated) | -28%
O=C(NNC1CC(=O)N(c2ccc(F)cc2)C1=O)c1cccnc1 (configuration not stated) | 16%[57.5 µM]
O=C(CSCc1cccc(Cl)c1)Nc1ccccc1-c1ccccc1 | 11%
CC(C)(C)c1ccc(NC(=S)NCc2cccnc2)cc1 | -7%[57.5 µM]
CCCCCCC(=O)NNC(=O)CC(=O)Nc1ccccc1C(=O)O | 2%
COc1ccc(-n2cc(-c3ccccc3)c3c(N4CC(C)OC(C)C4)ncnc32)cc1 (configuration not stated) | ?
CC(C)(C)OC(=O)NCc1ccc(NC(=O)c2nc[nH]c2C(=O)N[C@@H](Cc2ccccc2)C(=O)OC(C)(C)C)cc1 | -29%[57.5 µM]
CN1CCN(c2ncc3nc(-c4ccc(Cl)cc4)c(=O)n(C4CC4)c3n2)CC1 | -5%
CCOCCCNC(=S)N1CCC(NC(=O)C2CCCCC2)CC1 | 6%
COC(=O)CSc1nc(NC(C)C)nc(N(C)C)n1 | 3%
CCCCNC(=O)N1CCN(C/C=C/c2ccccc2)CC1 | -7%
CC(=O)NC1=NN(C(C)=O)C(C)(CCS(=O)(=O)c2ccc(Cl)c(Cl)c2)S1 (configuration not stated) | 1%
O=C(NCC(c1cccs1)N1CCOCC1)c1ccccc1NS(=O)(=O)c1ccc(Br)cc1 (configuration not stated) | -1%
Cn1nc(-c2ccccc2)c(/C=N/O)c1Cl | 3%
COc1ccc2c(c1)C(c1cccs1)=NNC(c1cccnc1)=N2 | 36%
COc1cc2c(cc1[N+](=O)[O-])n(C(C)C)c(=O)n2C(C)C | 17%
Cc1cc(Cl)nc(-c2ccccc2)n1 | 13%
CC1=C(C(=O)Nc2ccc(C)cn2)C(c2cnn(C)c2)C2=C(CCCC2=O)N1 (configuration not stated) | 2%
CCOP(=O)(OCC)C(Nc1ccc(OC)cc1)c1ccco1 (configuration not stated) | 5%
CCCC(=O)Nc1sc(Cc2ccccc2)c(C)c1C(N)=O | 0%
O=C(NC(=S)Nc1nc2c(s1)CCCC2)c1ccccc1 | 7%
CCOC(=O)N/N=C/c1ccccc1OCc1ccc(Cl)cc1 | -5%
Cc1ccc(S(=O)(=O)/C=C/c2ccccc2)cc1 | 2%
O=c1[nH]c2ccc(S(=O)(=O)N3CCCCC3)cc2o1 | 1%
CCc1nc2cc(Cl)c(Cl)cc2nc1CC | 2%[57.5 µM]
CCCCOC(=O)Nc1nnc(Cc2ccc(Cl)cc2)s1 | -3%
CC[C@@H]1OC(=O)[C@H](C)[C@H](O[C@@H]2C[C@](C)(OC)[C@H](O)[C@H](C)O2)[C@H](C)[C@H](O[C@@H]2O[C@@H](C)C[C@@H](N(C)C)[C@@H]2O)[C@](C)(O)C[C@H](C)[C@@H]2N[C@H](COCCOC)O[C@H]([C@@H]2C)[C@]1(C)O | -10%[25.7 µM]
Cc1ccc(F)c([C@H]2[C@@H]3C=CCC[C@@]3(C)C(=O)N2Cc2ccccc2)c1 | -2%[57.5 µM]
CCCN(CCC)CCNC(=O)C1c2ccccc2C(=O)N2CCc3ccccc3C12 (configuration not stated) | 2%
COc1cc2c(cc1OC)C(c1cc3cc4c(cc3[nH]c1=O)OCO4)N(C(=O)C(C)C)CC2 (configuration not stated) | 12%
CCc1nc(-c2ccc(OC)c(OC)c2)cc2cc(OC)c(OC)cc12 | 8%
CCOc1ccc(CCNC(=O)COC(=O)c2cc(OC)c(OC)c(OC)c2)cc1OCC | -2%
Cc1cc(C)c2nc(-c3ccccn3)cc(C(=O)Nn3cnnc3)c2c1 | 3%
CC(C)Oc1ccc(C(=O)OC(C)C(=O)Nc2nc(-c3cccc([N+](=O)[O-])c3)cs2)cc1 (configuration not stated) | -1%
COc1ccc(-c2cc(C#N)nc(NN)n2)cc1 | 12%[57.5 µM]
O=C(CCCSc1nc2ccccc2[nH]1)Nc1nnc(C2CC2)s1 | -7%
